Assay outcomes deposited in PubChem BioAssay by National Center for Advancing Translational Sciences (NCATS).
PLK1 PBD block – qHTS for Inhibitors of PLK1-PDB (polo-like kinase 1 - polo-box domain): Primary Screen | Serine/threonine-protein kinase PLK1 (Homo sapiens), P53350 | Plk1 PBD binding of FITC phosphopeptide, fluorescence polarization | Potency, µM, for the others: max response, negative = inhibition, usual class: inhibitors | 360,000 compounds, 2.8% hits; note: potency is the fitted concentration of half-maximal effect; series mostly up to about 57 µM; % is set by controls: 0 for no effect and ±100 for the full control effect; nearly all actives have a fitted effect of over 65% in size
DRD3 agonist – qHTS of D3 Dopamine Receptor Agonist: qHTS; D(3) dopamine receptor (Homo sapiens), P35462; D3R DiscoveRx beta-arrestin cells, luminescence, 90 min; 410,000 compounds, 0.58% hits; max activation, %; in the data active = max activation above about 30%; note: 0% is about no effect; mostly tested at two doses, the higher about 12 µM
Target sequence (P35462 whole entry, looked up): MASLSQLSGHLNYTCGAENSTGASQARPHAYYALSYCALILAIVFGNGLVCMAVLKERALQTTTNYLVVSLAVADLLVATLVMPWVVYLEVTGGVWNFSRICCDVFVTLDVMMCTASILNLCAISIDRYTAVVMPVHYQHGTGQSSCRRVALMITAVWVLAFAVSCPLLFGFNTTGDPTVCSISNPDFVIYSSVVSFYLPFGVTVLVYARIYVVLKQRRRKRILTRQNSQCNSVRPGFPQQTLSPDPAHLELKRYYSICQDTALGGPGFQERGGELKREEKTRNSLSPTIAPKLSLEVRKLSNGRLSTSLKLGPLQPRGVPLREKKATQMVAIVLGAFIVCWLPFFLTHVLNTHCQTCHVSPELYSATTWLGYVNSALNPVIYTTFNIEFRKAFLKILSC
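Agonist-mode cell screen: cells plated at 1500/well and incubated overnight at 37 °C, then exposed to library compounds for 90 min at 37 °C. Detection reagent was added for 30–60 min at room temperature, and luminescence was read.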
IL-2 act – qHTS of IL-2 Activators. IL-2 activation reporter assay, cell-based qHTS; stimulated with anti-CD3/CD4/CD28 beads; in transgenic mouse T cells. 360,000 compounds, 0.065% hits. activation, % (series mostly up to about 46 µM). AID 652025, 2013; in the data active = activation above about 50%; inconclusive = mostly about 30% to 49%; note: 0% is about no effect
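Unstimulated transgenic mouse T cells, 750 per well, received compound and, after 60 minutes, anti-CD3/anti-CD4 bead plus anti-CD28 stimulation. EGFP and DsRed were quantified after 18 hours.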
DRD3 antagonist – qHTS of D3 Dopamine Receptor Antagonist: qHTS; D(3) dopamine receptor (Homo sapiens), P35462; D3R cells, DiscoveRx beta-arrestin luminescence, antagonist mode; active compounds read low; max response, negative = inhibition, %; 360,000 compounds, 2.5% hits; AID 652054, 2013; in the data active = max response below about -50%; inconclusive = no clear call, values can overlap the other calls; note: % is set by controls: 0 for no effect and ±100 for the full control effect; mostly tested at two doses, the higher about 12 µM
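Cells expressing the human receptor were seeded at 1500 cells/well, incubated overnight at 37 degrees C in 5% CO2, then exposed to library compounds with dopamine controls for 90 minutes at 37 degrees C before luminescent detection.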
GLP1R inv ag – qHTS of GLP-1 Receptor Inverse Agonists (Inhibition Mode); Potency, µM (highest dose often 38.3 µM), without a hit: at the highest dose activity change, negative = inhibition, usual class: inhibitors; 410,000 compounds, 1.6% hits; Glucagon-like peptide 1 receptor (Homo sapiens), P43220; HEK293 GLP-1R CRE-luciferase, luminescence, 24 h; GLP-1R form is constitutively active; note: potency is the fitted concentration of half-maximal effect; % is set by controls: 0 for no effect and ±100 for the full control effect; nearly all actives have a fitted effect of over 55% in size
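Inverse agonism was detected as reduced cAMP-driven luciferase luminescence after 24 h compound treatment. The cells were HEK293 clones expressing constitutively active human GLP-1R with the reporter. Reporter-only and GPR119 cell lines served as counterscreen controls.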
GLP1R ag – qHTS of GLP-1 Receptor Agonists. Glucagon-like peptide 1 receptor (Homo sapiens), P43220. HEK293 GLP-1R CRE-luciferase, luminescence, 4-6 h; cells express a hypersensitive GLP-1R form. Potency, µM (highest dose often 45.6 µM), inactives show at the highest dose activation, hits mostly activators. 380,000 compounds, 0.007% hits. AID 624172, 2012; note: potency is the fitted concentration of half-maximal effect; % of control where 0% means no effect
PI5P4K alpha inh – qHTS for Inhibitors of phosphatidylinositol 5-phosphate 4-kinase (PI5P4K). Phosphatidylinositol 5-phosphate 4-kinase type-2 alpha (Homo sapiens), P48426. PI5P4Kalpha enzyme, ADP-Glo luminescence, 60 min; active compounds read low. max response, %. 330,000 compounds, 1.2% hits; active = max response of -50% or lower; inconclusive = between -30% and -50%; inactive = -30% or higher; note: value at the top dose of about 77 µM; % is set by controls: 0 for no effect and ±100 for the full control effect
Target sequence (P48426 whole entry, looked up): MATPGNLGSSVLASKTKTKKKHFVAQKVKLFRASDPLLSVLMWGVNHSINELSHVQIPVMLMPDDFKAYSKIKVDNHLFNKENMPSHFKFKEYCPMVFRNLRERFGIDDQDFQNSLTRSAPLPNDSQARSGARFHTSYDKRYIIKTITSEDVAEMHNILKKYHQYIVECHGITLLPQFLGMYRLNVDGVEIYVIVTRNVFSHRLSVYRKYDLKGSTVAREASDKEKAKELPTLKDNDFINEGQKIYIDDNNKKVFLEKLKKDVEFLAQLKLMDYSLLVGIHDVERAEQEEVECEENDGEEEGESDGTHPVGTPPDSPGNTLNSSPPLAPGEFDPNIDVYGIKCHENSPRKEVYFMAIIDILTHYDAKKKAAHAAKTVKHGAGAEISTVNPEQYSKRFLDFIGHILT
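Controls without substrate or without enzyme flank wells where PI5P4Kalpha converts substrate using 5 microM ATP (final). Incubation lasts 60 minutes at room temperature; ADP formed is read by ADP-Glo luminescence.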
HEK293 tox – qHTS of GLP-1 Receptor Inverse Agonists: Cytotox Screen; HEK293 cAMP-luciferase reporter cells, luminescence, 24 h; Potency, µM (titrated, usually from 38.3 µM), inactives show at the highest dose activity change, negative = inhibition, hits mostly inhibitors; 410,000 compounds, 0.13% hits; AID 624418, 2012;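 note: loss of luciferase light is scored as toxicity; potency is the fitted concentration of half-maximal effect; % is set by controls: 0 for no effect and ±100 for the full control effect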
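Luminescence readout: signal drop marks cytotoxicity. Plated cells grew 12 h at 37 °C, 5% CO2, received 23 nL compound for 24 h, then got luciferase reagent, read after 12 min at RT.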
WRN inhibitor – qHTS for Inhibitors of WRN Helicase; 360,000 compounds, 0.46% hits; Potency, µM (doses to about 114 µM), for the others: at the highest dose activity change, negative = inhibition, hits mostly inhibitors; AID 651768, 2012; Bifunctional 3'-5' exonuclease/ATP-dependent helicase WRN (Homo sapiens), Q14191; WRN helicase unwinding, fluorescent forked duplex, kinetic; note: potency is the fitted concentration of half-maximal effect; % is set by controls: 0 for no effect and ±100 for the full control effect; nearly all actives have a fitted effect of over 55% in size
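Fluorescence dequenching readout, ex 525 nm/em 598 nm, kinetic mode: forked duplex DNA (100 nM final) with adjacent fluorophore and quencher unwound by WRN (20 nM final) with 2 mM ATP. Compound preincubation 15 min, room temperature.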
* hit, by the source's call; u = inconclusive; x = not tested or not shown; & = joins results of further samples; [ ] = remark or other dose. Unless noted, calls come from the whole dose curve; as a rule, active = well fitted curve in the direction sought with a large enough effect; inconclusive = small, poorly fitted or top-dose-only effect, or another doubt; inactive = no such curve, though single readings can be large; an effect the other way counts as inactive or inconclusive.

#	SMILES	DRD3 antagonist	GLP1R ag	IL-2 act	HEK293 tox	DRD3 agonist	WRN inhibitor	PLK1 PBD block	PI5P4K alpha inh	GLP1R inv ag
1	CN(C)S(=O)(=O)c1ccc(C(=O)NCC2(N3CCOCC3)CCCCC2)cc1	-16	-8%	-0.4	0%	-6	-3%	-13%	5	1%
2	CC(C)(C)NCC(O)COc1cccc2c1CCC(=O)N2 (stereo not drawn)	-23	4%	3.4	3%	-48&-12	3%	1%	-1	3%
3	COc1ccc(C2=NOC(C(=O)Nc3ccc4c(c3)OCO4)C2)cc1 (stereo not drawn)	-1	9%	3.7	-7%	1	2%	-3%	-21	3%
4	CN(C(=O)COC(=O)/C=C/c1ccc2ccccc2n1)c1c(N)n(Cc2ccccc2)c(=O)[nH]c1=O	2	-5%	-0.4	-11%	3	-1%	8%	-9	0%
5	COC(=O)c1cc(NC(=O)CC2C(=O)NCCN2C(=O)c2ccccc2)cc(C(=O)OC)c1 (stereo not drawn)	u	-5%	0.2	12%	-6	8%	-13%	6	-9%
6	COc1ccc(Br)cc1/C=C/C(=O)Nc1c(C)cccc1C	-12	0%	-2.5	3%	-30	-1%	-2%	x	u
7	COCCn1nnnc1C(c1ccccc1)N1CCN(Cc2ccc3c(c2)OCO3)CC1 (stereo not drawn)	42	-2%	-0.6	-23%	-11	7%	-11%	1	-14%
8	CC(Nc1ccc2c(c1)OCCO2)C(=O)Nc1ccc2c(c1)OCO2 (stereo not drawn)	-27	5%	-1.1	2%	1	2%	-5%	-5	-7%
9	COc1ccc(NC(=O)C2CCCN(c3ncnc4onc(-c5ccc(F)cc5)c34)C2)cc1 (stereo not drawn)	8	7%	0.4	-24%	2	-7%	2%	-1	-28%
10	Cc1ccc2cc(CN(Cc3ccco3)C(=O)C3CCCCC3)c(=O)[nH]c2c1C	-16	-2%	0.2	-6%	-4	16%	-3%	-8	7%
11	Cc1cc(SC(C)C(=O)Nc2c(C)n(C)n(-c3ccccc3)c2=O)nc2ccccc12 (stereo not drawn)	u	12%	-0.5	-18%	-1	-7%	u	-1	-28%
12	CC(=O)Nc1ccc(S(=O)(=O)Nc2nc3ccccc3nc2Cl)cc1	13	0%	-2.1	-7%	-1	3%	-1%	-2	9%
13	CC(=O)N1CCCc2cc(S(=O)(=O)N3CCC(C)CC3)ccc21	3	3%	0.3	-3%	5	1%	8%	0	11%
14	COc1cccc(N2CCN(C(=O)c3ccc(OC)c(S(=O)(=O)NC4CC4)c3)CC2)c1	41	-4%	-2.2	-1%	1	5%	1%	0	-22%
15	COCCNC(=O)/C(C#N)=C/c1ccc(C)o1	-5	8%	1.6	3%	-1	-3%	-10%	7	33%[activator]
16	O=C(NCCc1ccc(Cl)cc1)c1cc(-c2ccncc2)nc2ccccc12	3	-2%	-1.0	-5%	-5	-3%	-18%	6	-6%
17	COc1ccc(NC(=O)CSc2ncc3c(n2)-c2ccccc2N(Cc2ccc(C)cc2)S3(=O)=O)cc1Cl	x	0%	x	3%	-12	x	x	x	22%
18	CCOc1ccc(NC(=S)NCCCN2CCN(C3CCCCC3)CC2)cc1	0	4%	7.2	u	-26	8%	-5%	-4	-22%
19	CN(C)CCN1CC(O)=C(c2nc3ccccc3s2)C1=N	2	1%	-1.4	9%	5	-1%	-6%	-2	-29%
20	CCS(=O)(=O)Nc1cccc(C2=NN(S(=O)(=O)CC)C(c3ccccc3)C2)c1 (stereo not drawn)	3	5%	-4.3	-51%	1	6%	25%	0	2%
21	CCSc1nnc(NC(=O)C2CCN(S(=O)(=O)c3ccccc3C(F)(F)F)CC2)s1	5	7%	-4.6	18%	-18	0%	-11%	-3	u
22	COc1ccc(-c2cc(C(F)(F)F)nc(NCc3ccc(Cl)cc3)n2)cc1	x	-5%	x	0%	-15	x	x	x	u
23	CCOC(=O)C1=C(C)N(CCCC(=O)O)C(=O)NC1c1cccc(OC)c1 (stereo not drawn)	-5	-1%	-2.6	0%	-3	5%	3%	u	4%
24	c1ccc2c(c1)COC(CN1CCCCC1)OC2	-7	6%	-1.0	0%	-1	2%	3%	-7	10%
25	CCCCN=C(N)/C(C(=O)OCC)=C(\O)c1ccc(OC)cc1	9	8%	-1.4	7%	1	-4%	-1%	4	u
26	Cc1ccc(S(=O)(=O)Nc2ccccc2-c2ccccc2NS(=O)(=O)c2ccc(C)cc2)cc1	21	-15%	0.2	-30%	7	-19%	u	-1	u
27	CC(C)(C)OC(=O)N(CCc1ccccc1)Cc1ccc(OCc2cccc(NC(=O)/C=C/c3ccccc3)c2)cc1	-11	0%	1.2	1%	-1	-6%	-6%	11	u
28	COc1ccc(-c2cc(C(F)(F)F)n3nc(C(=O)N(C)Cc4ccccc4)cc3n2)cc1OC	32	-5%	-3.5	12%	12	3%	-24%	0	2%
29	Cc1cc(C)n(CC(=O)Nc2ccc3c(c2)OCO3)c(=O)c1C#N	17	-8%	-0.4	6%	3	-11%	-8%	-12	31%[activator]
30	Cc1cc(Nc2ccccc2)n(CCOC(=O)COc2ccccc2)n1	-7	0%	-0.8	-10%	7	-3%	-3%	-2	-4%
31	O=C1CCCN1S(=O)(=O)c1ccc(F)cc1	9	-3%	-0.7	-4%	1	7%	9%	-5	4%
32	CC(C)CCNc1nc(N)c([N+](=O)[O-])c(N2CCCCCC2)n1	20	15%	-0.4	-8%	-6	-10%	-1%	6	u
33	Cc1ccc(C(=O)NNC(=O)C2CCN(C(=O)OC(C)(C)C)CC2)cc1	-15	-1%	-3.1	-1%	-9	-8%	-13%	15	11%
34	CCc1ccc(Nc2ccc3nonc3c2[N+](=O)[O-])cc1	0	1%	3.8	16%	-13	10%	-9%	1	12%
35	O=C(O)c1ccc(/C=C2\COc3ccccc3C2=O)cc1	-7	-3%	-3.6	15%	-5	u	-19%	-13	-19%
36	COc1cc(OC)cc(-c2nnc(SCC(=O)N3c4ccccc4Sc4ccccc43)o2)c1	23	2%	-0.2	7%	-16	-1%	-5%	-7	3%
37	O=C(Cc1ccccc1[N+](=O)[O-])N1CCN(c2ccc(F)cc2)CC1	6	14%	-0.5	-3%	19	-9%	-1%	5	-25%
38	CCC(C)(C)NC(=O)Cc1ccc(C)cc1	u	5%	-1.3	-15%	1	18%	-9%	-4	7%
39	CCCCNC(=O)O[C@H]1C[C@@H]2CCN3C(=O)CCC[C@H]([C@H]1Cc1ccccc1)[C@H]23	-25	-3%	-0.3	2%	-13	7%	-10%	-5	11%
40	COc1ccc(S(=O)(=O)Nc2ccc(Oc3ncccn3)c(Cl)c2)cc1	6	-1%	0.7	-8%	5	5%	5.3µM*	u	-26%
41	COc1cccc(CC2(CO)CCN(Cc3cn(C)nc3C)CC2)c1	1	0%	-4.0	3%	-10	1%	-6%	0	-15%
42	Cc1ccc(OCC(=O)Nc2ccc3c(c2)sc(=O)n3C)cc1	x	5%	x	13%	-1	x	x	x	0%
43	CCOc1ccc(CCNC(=O)C2=C(C)C(=O)OC23CCC(C)CC3)cc1 (stereo not drawn)	12	-2%	-3.8	1%	3	1%	1%	9	-26%
44	COc1cccc(Cn2c3ccc(NC(=O)Cc4cc(OC)ccc4OC)cc3c(=O)n2C)c1	12	-2%	-0.1	-23%	3	-6%	0%	0	u
45	CC(=O)NC(NC(=S)Nc1c(C)n(C)n(-c2ccccc2)c1=O)C(Cl)(Cl)Cl (stereo not drawn)	0	-1%	-4.4	-4%	7	-3%	u	3	0%
46	O=C(COC(=O)c1c2ccccc2cc2ccccc12)NCC(F)(F)F	-19	0%	-0.7	23%	-1	-30%	-4%	1	u

Reformatted field by field: entries from further up
42: Cc1ccc(OCC(=O)Nc2ccc3c(c2)sc(=O)n3C)cc1
  DRD3 antagonist: x
  GLP1R ag: 5%
  IL-2 act: x
  HEK293 tox: 13%
  DRD3 agonist: -1
  WRN inhibitor: x
  PLK1 PBD block: x
  PI5P4K alpha inh: x
  GLP1R inv ag: 0%
43: CCOc1ccc(CCNC(=O)C2=C(C)C(=O)OC23CCC(C)CC3)cc1 (stereo not drawn)
  DRD3 antagonist: 12
  GLP1R ag: -2%
  IL-2 act: -3.8
  HEK293 tox: 1%
  DRD3 agonist: 3
  WRN inhibitor: 1%
  PLK1 PBD block: 1%
  PI5P4K alpha inh: 9
  GLP1R inv ag: -26%
44: COc1cccc(Cn2c3ccc(NC(=O)Cc4cc(OC)ccc4OC)cc3c(=O)n2C)c1
  DRD3 antagonist: 12
  GLP1R ag: -2%
  IL-2 act: -0.1
  HEK293 tox: -23%
  DRD3 agonist: 3
  WRN inhibitor: -6%
  PLK1 PBD block: 0%
  PI5P4K alpha inh: 0
  GLP1R inv ag: u
45: CC(=O)NC(NC(=S)Nc1c(C)n(C)n(-c2ccccc2)c1=O)C(Cl)(Cl)Cl (stereo not drawn)
  DRD3 antagonist: 0
  GLP1R ag: -1%
  IL-2 act: -4.4
  HEK293 tox: -4%
  DRD3 agonist: 7
  WRN inhibitor: -3%
  PLK1 PBD block: u
  PI5P4K alpha inh: 3
  GLP1R inv ag: 0%
